# Bioassay records (PubChem)
# GCN5L2 inh: GCN5L2 (KAT2A) acetyltransferase inhibition; Q92830; GCN5L2 HAT assay, ThioGlo1 CoA-SH fluorescence; Potency, µM (highest dose often 58.9 µM), for inactives: at the highest dose activity change, negative = inhibition, usual class: inhibitors; 390,000 tested, 0.21% active
#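 Fluorescence readout, Ex340nm/Em540nm: ThioGlo1 (50uM final) reacts with free CoA thiol released as 20nM GCN5L2 acetylates H3(1-25) peptide (75uM) using acetyl-CoA (70uM). Compound and enzyme sat 15 min beforehand; 20 min room-temperature reaction.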
# N370S GC mod: N370S glucocerebrosidase modulation, Gaucher chaperone candidate; 330,000 tested, 0.092% active; AID 2101; N370S GC spleen homogenate, 4MU-glucoside fluorescence; Potency, µM (series often up to 59.4 µM), for the others: at the top dose activity change, negative = inhibition, hits mostly inhibitors;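 further: 0% = full enzyme activity and -100% = no enzyme basal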
# FEN1 inh: human FEN1 inhibition | P39748 | Recombinant FEN1 flap cleavage, fluorescence, 15 min | AID 588795 | 390,000 tested, 0.35% active | Potency, µM (top dose mostly 114 µM), inactives show at the top dose activity change, negative = inhibition, usual class: inhibitors; further: nearly all actives have a fitted effect of over 65% in size
# Target sequence (P39748 whole entry, looked up): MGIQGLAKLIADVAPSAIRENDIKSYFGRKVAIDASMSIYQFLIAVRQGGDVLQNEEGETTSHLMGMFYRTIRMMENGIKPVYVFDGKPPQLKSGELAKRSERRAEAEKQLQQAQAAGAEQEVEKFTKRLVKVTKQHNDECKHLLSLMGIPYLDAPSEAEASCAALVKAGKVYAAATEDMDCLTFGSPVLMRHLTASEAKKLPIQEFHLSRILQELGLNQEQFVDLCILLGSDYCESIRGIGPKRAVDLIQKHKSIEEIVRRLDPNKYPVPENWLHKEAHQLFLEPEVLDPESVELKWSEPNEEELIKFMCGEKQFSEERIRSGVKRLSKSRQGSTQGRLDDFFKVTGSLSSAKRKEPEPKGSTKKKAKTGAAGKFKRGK
#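 Recombinant FEN1 (10 nM) was preincubated with pin-transferred compounds for 15 min at room temperature, then flap DNA substrate (50 nM final) was added. Plates were read at 0 and 15 min, and normalized concentration–response data were fitted to a four-parameter Hill equation.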
# * marks the source's active call; other numbers are inactive results; ? = inconclusive; / = not tested or not shown; & = joins results of further samples. The call rests on the fitted dose curve; in most records, active means well fitted curve in the direction sought with a large enough effect; inconclusive means small, poorly fitted or top-dose-only effect, or another doubt; inactive means no such curve, though single readings can be large; an effect the other way counts as inactive or inconclusive. Unless noted, on the % scale 0 is the no-effect control and ±100 the full control effect; potency means the concentration at half of the fitted maximal effect. Not all compounds are listed; rates above refer to the full screens.
SMILES,GCN5L2 inh,N370S GC mod,FEN1 inh
C=CCC(NCc1ccccc1)c1ccccc1 (stereo not given),94%,18%,-4%
Cc1ccc(-n2nc(C)c3c2OC(N)=C(C#N)C3c2ccncc2)cc1 (stereo not given),3%,-11%,-9%
COc1ccc(NC(=O)CCC(=O)c2ccc(Cl)cc2)cn1,-1%,/,14%
CCn1c(SCC(=O)Nc2ccccc2)nc2ccccc2c1=O,-10%,-7%,-3%
CCC(=O)NCc1c(Cl)cccc1-n1cccc1,27%,7%,9%
COc1ccc(NC(=O)C(=O)NCC(c2ccco2)N2CCc3ccccc32)cc1 (stereo not given),-2%,-8%,2%
CCC(C)(C)C1CCC2(CC1)NC(=O)N(CC(=O)Nc1cc(C(F)(F)F)ccc1N1CCOCC1)C2=O (stereo not given),?,-6%,-8%
COc1ccc(F)cc1C(=O)C1CCCN(C(=O)CCc2ccccn2)C1 (stereo not given),-10%,6%,-1%
O=c1cc(-c2ccccc2)cc(-c2ccccc2)n1O,-5%,-8%,-3%
CC(C)(C)CN1CCN(Cc2cccnc2)CC1CCO (stereo not given),-11%,1%,3%
COc1ccc(CCNC(=O)c2cc(-c3cc(Cl)ccc3O)n[nH]2)cc1OC,-7%,-15%,-2%
Cc1cc(C)c2c(N)c(C(=O)c3ccc(Cl)cc3Cl)sc2n1,-5%,?,-6%
CCOC(=O)C1CCN(S(=O)(=O)c2ccc3c(c2)CCCN3C(C)=O)CC1,-6%,2%,14%
O=[N+]([O-])c1ccc(N2CCN(S(=O)(=O)c3ccccc3)CC2)cc1,-13%,-6%,20%
Cc1noc(N)c1C(=O)Nc1ccccc1F,-8%,5%,-9%
CN(C)CCNC(=O)Cn1ccc2cc(S(=O)(=O)N3CCCCCC3)ccc21,-5%&0%,-8%,25%&-4%
O=C(NCc1ccco1)c1ccc([N+](=O)[O-])o1,-19%,3%,-19%
O=C(O)c1ccccc1NSc1ccccc1[N+](=O)[O-],0%,10%,7%
CCC(C)C(NC(=O)C(N)CC(C)C)C(=O)NC(CCC(=O)OCc1ccccc1)C(N)=O (stereo not given),-5%,17%,-2%
Cc1ccccc1CSc1nc2cccnc2n1Cc1ccc(C(=O)NCCc2cccs2)cc1,-2%,/,7%

# Compound profiles, from the list above. Order of screens: GCN5L2 inh	N370S GC mod	FEN1 inh
# `C=CCC(NCc1ccccc1)c1ccccc1` (stereo not given) is entered as 94%	18%	-4%
# `O=[N+]([O-])c1ccc(N2CCN(S(=O)(=O)c3ccccc3)CC2)cc1` is entered as -13%	-6%	20%
# `O=c1cc(-c2ccccc2)cc(-c2ccccc2)n1O` is entered as -5%	-8%	-3%
# `Cc1ccccc1CSc1nc2cccnc2n1Cc1ccc(C(=O)NCCc2cccs2)cc1` is entered as -2%	/	7%

# Reformatted tab-delimited: entries from further up
structure	GCN5L2 inh	N370S GC mod	FEN1 inh
C=CCC(NCc1ccccc1)c1ccccc1 (stereo not given)	94%	18%	-4%
Cc1ccc(-n2nc(C)c3c2OC(N)=C(C#N)C3c2ccncc2)cc1 (stereo not given)	3%	-11%	-9%
COc1ccc(NC(=O)CCC(=O)c2ccc(Cl)cc2)cn1	-1%	/	14%
CCn1c(SCC(=O)Nc2ccccc2)nc2ccccc2c1=O	-10%	-7%	-3%
CCC(=O)NCc1c(Cl)cccc1-n1cccc1	27%	7%	9%
COc1ccc(NC(=O)C(=O)NCC(c2ccco2)N2CCc3ccccc32)cc1 (stereo not given)	-2%	-8%	2%
CCC(C)(C)C1CCC2(CC1)NC(=O)N(CC(=O)Nc1cc(C(F)(F)F)ccc1N1CCOCC1)C2=O (stereo not given)	?	-6%	-8%
COc1ccc(F)cc1C(=O)C1CCCN(C(=O)CCc2ccccn2)C1 (stereo not given)	-10%	6%	-1%
O=c1cc(-c2ccccc2)cc(-c2ccccc2)n1O	-5%	-8%	-3%
CC(C)(C)CN1CCN(Cc2cccnc2)CC1CCO (stereo not given)	-11%	1%	3%
COc1ccc(CCNC(=O)c2cc(-c3cc(Cl)ccc3O)n[nH]2)cc1OC	-7%	-15%	-2%
Cc1cc(C)c2c(N)c(C(=O)c3ccc(Cl)cc3Cl)sc2n1	-5%	?	-6%
CCOC(=O)C1CCN(S(=O)(=O)c2ccc3c(c2)CCCN3C(C)=O)CC1	-6%	2%	14%
O=[N+]([O-])c1ccc(N2CCN(S(=O)(=O)c3ccccc3)CC2)cc1	-13%	-6%	20%
Cc1noc(N)c1C(=O)Nc1ccccc1F	-8%	5%	-9%
CN(C)CCNC(=O)Cn1ccc2cc(S(=O)(=O)N3CCCCCC3)ccc21	-5%&0%	-8%	25%&-4%
O=C(NCc1ccco1)c1ccc([N+](=O)[O-])o1	-19%	3%	-19%

# Further compounds follow.
SMILES,GCN5L2 inh,N370S GC mod,FEN1 inh
COC(=O)[C@@]12CCCCN1[C@H](c1ccc(-c3ccc(C(C)=O)cc3)cc1)[C@H]1C(=O)N(C)C(=O)[C@H]12,-7%,-3%,-5%
CCCCOc1cccc(C(=O)N(Cc2sccc2C)C2CCS(=O)(=O)C2)c1 (stereo not given),-8%,/,-5%
O=C(OCC(=O)N1CCN(C(=O)c2ccco2)CC1)c1cc(-c2ccc(F)cc2)nc2ccccc12,-7%,2%,-6%
CC(C)C(NC(=O)c1ccc(Cl)cc1)C(=O)NC1=NCCS1 (stereo not given),0%,3%,1%
CN(C)C(=O)c1ccccc1Sc1ccc(Cl)cc1Cl,-6%,-12%,4%
COc1ccccc1C1C=C(c2ccc(Cl)cc2)Nc2nc(N3C(=O)CCC3=O)nn21 (stereo not given),-15%,9%,-6%
Cc1ccc(NC(=O)CCNC(=O)c2ccc(Br)cc2)cc1S(=O)(=O)N1CCCCCC1,-8%,-4%,2%
CCN1c2ccccc2-c2nc(SCC(=O)NCc3ccc(Cl)cc3)ncc2S1(=O)=O,8%,/,4%
COc1ccc(-c2cnc[nH]2)cc1,-21%,-7%,7%
COc1ccc(N2CCN(C(=O)CCn3c(=O)[nH]c4cc(OC)c(OC)cc4c3=O)CC2)cc1,0%,/,-6%
CS(=O)(=O)c1ccc2nc(NC(=O)CCNC(=O)c3ccc([N+](=O)[O-])cc3)sc2c1,-2%,-5%,-2%
Cc1ccc(NC2Sc3ccccc3NC2=O)cc1Cl (stereo not given),-11%,28%,-24%
Cc1ccc(-n2nc3c(c2NC(=O)c2ccc4c(c2)OCO4)CSC3)c(C)c1,0%,5%,1%
Cc1c(N/C=C/C(=O)c2cccs2)c(=O)n(-c2ccccc2)n1C,-4%,-2%,5%
CCN(CC(=O)Nc1c(F)cccc1F)C(=O)c1ccc(Cl)c(S(=O)(=O)N2CCCC2)c1,-3%,-2%,5%
O=C(CSc1ncnc2sc3c(c12)CCC3)Nc1ccccc1C(=O)O,-19%,10%,-6%
COCCn1c(C)cc(O)c(C(c2ccc(F)cc2)N2CCC(C)CC2)c1=O (stereo not given),-3%,/,-1%
C#CC(C)(C)NS(=O)(=O)c1cc(-c2nnc(Nc3ccc(C)cc3)c3ccccc23)ccc1C,-17%,/,16%
Cc1cc(C(=O)NCC(c2ccco2)N(C)C)ccc1[N+](=O)[O-] (stereo not given),-3%,0%,1%
COc1cccc(NC(=S)NNC(=O)c2c([N+](=O)[O-])c(C)nn2C)c1,-4%,-2%,-4%
CCc1ccc(C(=O)CN2C(=O)NC3(CCCCCC3)C2=O)cc1,-5%,-11%,-8%
CCOC(=O)C1(Cc2cccc(F)c2)CCN(Cc2ccon2)CC1,-3%,2%,0%
CCOC(=O)c1c(C)[nH]c(C)c1C(=O)CSc1nc(N)cc(N)n1,-2%,-2%,2%
O=S(=O)(NCCc1ccccn1)c1cc(Cl)cc(Cl)c1O,0%,/,-4%
COc1ccc(Cn2c(C(=O)O)c(CNCc3ccco3)c3ccc(C)cc32)cc1,-10%,/,-6%
S=c1nc(C2CC2)n(-c2ccccc2)[nH]1,-16%,1%,0%
Cc1nnc(NCCc2ccccc2)n(N)c1=O,-3%,-3%,8%
Cn1c(CN2CCCCC2)nc2cc(NC(=O)c3ccc(Cl)cc3)ccc21,14%&-3%,-16%,18%&-4%
Cc1ccc(N2CCN(C(=O)c3nn(C)c4c3CS(=O)(=O)c3ccccc3-4)CC2)c(C)c1,-10%&-5%,-2%,3%&2%
COc1ccc(NC(=O)COC(=O)CCCC2=NS(=O)(=O)c3ccccc3N2)cc1Cl,-17%,?,-11%
COc1ccccc1NC(=O)CSc1n[nH]c(-c2cccnc2)n1,-4%,0%,-3%
Cc1ccc(NC(=O)Cn2cnc3sc(C)c(S(=O)(=O)N4CCN(c5ncccn5)CC4)c3c2=O)cc1F,2%,/,17%
CC(=O)N(Cc1cc2c(C)cc(C)cc2[nH]c1=O)C1CCCCC1,-2%,?,7%
COc1ccc(NC(=O)CSc2nnc(Cn3cnc([N+](=O)[O-])n3)n2C)cc1,4%,-20%,7%
COCCNC(=S)NC1CC2CCC(C1)N2Cc1ccccc1 (stereo not given),-15%,10%,1%
Cc1ccc(CCNC(=O)CN(c2ccc(C)cc2)S(=O)(=O)N(C)C)cc1,-6%,/,8%
Cc1ccc(C(=O)Nc2ccc(N3CCN(C(=O)c4cccs4)CC3)cc2)c(Cl)c1,-3%,-3%,1%
CCCNC(=O)CC1C(=O)N(Cc2ccccc2)C(C)c2nc3ccccc3n21 (stereo not given),-3%,28%,6%
CCN(CC)C(=O)Cn1cnc2ccccc2c1=O,1%,3%,2%
Cc1cc2occ(CC(=O)N(C)CC(=O)Nc3cccc(F)c3)c2cc1C,2%,2%,-16%
CC(C)N1CCc2c(sc(NC(=O)c3ccc(S(=O)(=O)N4CCOCC4)cc3)c2C#N)C1,-10%,3%,-9%
CCOC(=O)c1ccc(Nc2nc(C)cc(C)n2)cc1,27%&0%,0%,19%&15%
CC1=NN(C(N)=S)C(=O)C1N=Nc1cccc([N+](=O)[O-])c1 (stereo not given),3%,-6%,-20%
COc1ccc(NC(=O)CCCCCn2nnc3ccccc3c2=O)cc1,-1%,0%,23%
Cc1ccc(C)c(N2CCN(S(=O)(=O)c3c(C)noc3C)CC2)c1,-7%,-19%,-21%
COc1ccccc1CNC(=O)CN(C)CC(=O)Nc1cccc(F)c1,-4%,4%,-2%
CC(=O)c1ccc(N2CCN(c3nc4c(S(=O)(=O)c5ccccc5)nnn4c4ccc(Cl)cc34)CC2)cc1,3%,/,6%
COc1cccc(N2C(=NC(=O)c3ccccc3)SC3CS(=O)(=O)CC32)c1 (stereo not given),-3%,6%,-1%
CCC(=O)Nc1sc2c(c1C(=O)Nc1cccc(C)c1)CCCC2,-1%,/,-24%
Nc1cccc(NC(=O)c2cccs2)c1,-3%,-11%,-12%
CC/C(=N/NC(=O)c1ccc(Br)cc1)c1ccc(OCCN2CCOCC2)cc1,0%,-2%,3%
C(=N\Nc1nc(-c2cccnc2)nc2ccccc12)/c1ccccc1,-8%,-15%,-18%
Cn1c(SCC(=O)NCC2CCCO2)nc2c(c1=O)SCC2 (stereo not given),-26%,-10%,5%
CCN1CCN(C(=O)c2cc3c(=O)n4ccccc4nc3s2)CC1,-4%,?,-11%
Cc1ccc(O)c(NC(=O)c2ccco2)c1,2%,1%,-7%
CC(=O)NC(c1ccco1)c1cc(Cl)c2ccccc2c1O (stereo not given),0%&-9%,/,?
COC(=O)C(NC(=O)C(C)Oc1ccccc1)C(C)C (stereo not given),0%,4%,-6%
O=[N+]([O-])c1ccc(-c2nnc3cccc(Cl)n23)cc1,-5%,5%,-13%
CN1C(=O)CC(C(=O)O)SC1=Nc1ccc(F)cc1 (stereo not given),-8%,5%,5%
CC(=O)Nc1sc(/C(C#N)=C/c2ccc(Cl)c(Cl)c2)nc1-c1ccc(C)cc1,-2%,4%,-20%

# Further compounds follow.
SMILES,GCN5L2 inh,N370S GC mod,FEN1 inh
CN(C)Cc1nnnn1-c1ccccc1,-3%,0%,13%
COc1ccc(C2=NN(C(=O)c3cccc([N+](=O)[O-])c3)C(c3cccc([N+](=O)[O-])c3)C2)cc1 (stereo not given),-5%,-8%,-4%
Cn1cc(-c2nc3cnc(N4CCNCC4)nc3n(C3CC3)c2=O)c2ccccc21,-27%,?,/
Cn1nc(C(=O)NC2CCCC2)c2ccccc2c1=O,3%,/,-7%
Cc1noc(C)c1S(=O)(=O)N(CC(=O)NCc1ccccc1Cl)c1ccc(C(C)C)cc1,-7%,/,0%
Cc1ccc(C(=O)NCC(=O)OCC(=O)Nc2ccccc2[N+](=O)[O-])cc1,5%,?,4%
CCc1nc2cccnc2n1-c1ccc(CC(=O)O)cc1,-2%,-6%,-5%
O=C(OC(C(=O)Nc1ccc(Cl)c(C(F)(F)F)c1)c1ccccc1)C1=COCCO1 (stereo not given),-13%,?,?
O=C(NC(=S)NC1CCS(=O)(=O)C1)c1ccccc1 (stereo not given),-9%,-4%,13%
N#C/C(=C1\CCCN1)c1nc(-c2ccccc2)cs1,-6%,16%,-17%
O=C(COC(=O)c1ccccc1C(=O)N1CCN(c2ccccc2)CC1)Nc1ccccc1,-6%,10%,-18%
